Screening data as filed in PubChem BioAssay.
PG9 Ab binder: small molecules binding HIV-1 gp120 antibody PG9. 0.43% of 360,000 active. inhibition, % at 6.7 µM. TR-FRET gp120-PG9 antibody binding; in the data active means inhibition above about 8.5%
ADAM17 inh: ADAM17 inhibition, QFRET primary screen; recombinant ADAM17, EDANS/DABCYL FRET peptide cleavage; inhibition, % at 6.95 µM; 0.83% of 370,000 active; AID 720648;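 active means inhibition above the mean of compounds lying between control limits plus 3 SD, set per campaign, cut at about 8.5% in these data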;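 further: 0% = DMSO-only wells as the low control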
SMARCA2 activ: SMARCA2 function activation, primary screen | activation, % at 9.1 µM | 1% of 370,000 active | AID 652017 | MG213 cells, MMTV-luciferase reporter, dexamethasone, overnight; in the data active means activation above about 7.8%;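 further: 0% = vehicle wells and 100% = reference activator wells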
DAX1 inh-1: inhibitors of DAX1 repression of SF-1 activated StAR promoter. HEK293T StAR-luciferase reporter, SF-1/DAX-1 repression relief. inhibition, % at 6.8 µM. 1.1% of 370,000 active. AID 652010;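 active means inhibition above the mean over all tested compounds plus 3 SD, cut at about 3.6% in these data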;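 further: 0% = DAX-1 cells with DMSO and 100% = cells lacking DAX-1 with DMSO; higher inhibition means more luminescence from relief of DAX-1 repression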
GC-A act: GC-A (human) enzyme activation; activation, % at 10 µM; AID 1671463; HEK293 GC-A cells, cGMP TR-FRET, EC30 ANP; 0% at EC30 ANP, 100% saturating ANP; P16066; 0.14% of 370,000 active; in the data active means activation above about 40%
DAX1 inh-2: inhibits human nuclear receptor DAX1; P51843; HEK293 Gal4-DAX1 luciferase reporter, luminescence; inhibition, % at 6.75 µM; 0.99% of 340,000 active; AID 504766;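 active means inhibition above the mean over all tested compounds plus 3 SD, cut at about 4.2% in these data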;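 further: 0% = DAX1-transfected cells with DMSO and 100% = empty-vector control cells with DMSO; inhibition shows as a rise in luminescence from relieved DAX1 repression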
Target sequence (P51843 207-470 limits assumed): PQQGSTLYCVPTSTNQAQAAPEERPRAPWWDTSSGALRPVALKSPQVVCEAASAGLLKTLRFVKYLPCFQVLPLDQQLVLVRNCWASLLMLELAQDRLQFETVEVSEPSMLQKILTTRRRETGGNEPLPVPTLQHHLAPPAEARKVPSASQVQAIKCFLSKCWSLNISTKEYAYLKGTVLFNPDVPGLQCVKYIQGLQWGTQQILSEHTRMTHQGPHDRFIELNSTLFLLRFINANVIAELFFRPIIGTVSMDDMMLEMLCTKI
ssDAF-12 act: activators of S. stercoralis DAF-12 nuclear receptor; 1% of 370,000 active; activation, % at 6.8 µM; HEK293 ssDAF-12/GRIP1 lit1-tk-luc reporter, luminescence; % of 3 µM dafachronic acid response; AID 652126;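 active means activation above the mean over all tested compounds plus 3 SD, cut at about 0.9% in these data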;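 further: 0% = DMSO-only wells and 100% = 3 µM delta7-dafachronic acid wells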
ADAM10 inh: inhibits human ADAM10 | O14672 | recombinant ADAM10, EDANS/DABCYL FRET peptide cleavage, 3 h | inhibition, % at 7 µM | 0.62% of 370,000 active;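 active means inhibition above a per-campaign cutoff equal to the mean of compounds falling between control-based bounds plus 3 SD, cut at about 20% in these data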;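 further: 0% = DMSO wells while the 100% control is not disclosed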
Target sequence (O14672 214-748 limits assumed): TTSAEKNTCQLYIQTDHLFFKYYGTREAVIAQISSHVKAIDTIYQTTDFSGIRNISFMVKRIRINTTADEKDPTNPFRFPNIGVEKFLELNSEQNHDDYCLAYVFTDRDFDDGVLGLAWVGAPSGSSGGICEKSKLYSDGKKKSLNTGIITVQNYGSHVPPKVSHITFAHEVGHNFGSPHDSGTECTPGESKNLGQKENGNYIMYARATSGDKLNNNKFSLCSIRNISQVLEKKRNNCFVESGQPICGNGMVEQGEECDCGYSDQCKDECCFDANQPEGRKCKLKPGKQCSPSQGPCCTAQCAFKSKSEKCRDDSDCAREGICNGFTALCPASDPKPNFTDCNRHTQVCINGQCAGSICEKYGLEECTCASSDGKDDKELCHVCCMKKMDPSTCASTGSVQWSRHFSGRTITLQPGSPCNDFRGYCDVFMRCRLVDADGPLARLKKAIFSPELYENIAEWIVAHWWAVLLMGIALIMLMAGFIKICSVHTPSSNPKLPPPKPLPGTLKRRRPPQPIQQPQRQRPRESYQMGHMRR
hgDAF-12 ag: agonists of H. glycines DAF-12 nuclear receptor; AID 687014; HEK293 GAL4-hgDAF12 UAS-luciferase reporter, agonist luminescence; normalized to butyrate control; 1.8% of 370,000 active; activation, % at 6.8 µM;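 active means activation above a cutoff set at the mean of all screened compounds plus 3 SD, cut at about 10% in these data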;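 further: 0% = DMSO wells and 100% = sodium butyrate wells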
GAA850 FXN act: activators of GAA850 frataxin (FXN) promoter; HEK293 lucGAA850 FXN promoter luciferase reporter, 24 h; percent of 10 µM SAHA response; AID 540364; 0.56% of 360,000 active; activation, % at 6 µM;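 active means activation above the average of all compounds screened plus 3 SD, cutoff fixed separately per campaign, cut at about 7.5% in these data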;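 further: 0% = DMSO wells and 100% = 10 µM SAHA wells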
hcDAF12 agonist: activates DAF-12 receptor from parasite H. contortus | HEK293 hcDAF-12 lit1-tk-luc reporter, luminescence; 0% DMSO, 100% Δ7-dafachronic acid | activation, % at 6.8 µM | 1.4% of 370,000 active | AID 652067;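 active means activation above the mean of all tested compounds plus 3 SD, cut at about 5.5% in these data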;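 further: 100% = response to 3 µM Δ7-dafachronic acid high control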
* marks the source's active call; other numbers are inactive results.

How did O=C(Nc1nc(-c2cccs2)c(-c2cccs2)s1)C1CCCC1 do in these assays?
PG9 Ab binder: 4.0; ADAM17 inh: -10; SMARCA2 activ: 1; DAX1 inh-1: -0.3; GC-A act: 4; DAX1 inh-2: -0.8; ssDAF-12 act: -1.0; ADAM10 inh: -27; hgDAF-12 ag: 4.5; GAA850 FXN act: 0.7; hcDAF12 agonist: 8.1*

What do the screens show for `CC(C1CC1)N(Cc1ccccc1)C(=O)NC(=O)c1ccccc1` (centres undefined)?
PG9 Ab binder: 1.9; ADAM17 inh: -2; SMARCA2 activ: -2; DAX1 inh-1: -0.9; GC-A act: 0; DAX1 inh-2: -0.5; ssDAF-12 act: -1.1; ADAM10 inh: 1; hgDAF-12 ag: 1.4; GAA850 FXN act: -1.4; hcDAF12 agonist: -2.0

Results for CSc1ccc(C#N)cc1NC(=O)c1ccc(Cl)cc1 ?
PG9 Ab binder: -0.8; ADAM17 inh: -5; SMARCA2 activ: -1; DAX1 inh-1: -0.8; GC-A act: 17; DAX1 inh-2: -0.6; ssDAF-12 act: -1.0; ADAM10 inh: 8; hgDAF-12 ag: -3.6; GAA850 FXN act: 1.5; hcDAF12 agonist: -0.4

What do the screens show for `Cc1nc(-c2ccc(F)cc2)c(CC(=O)N2CCN(S(=O)(=O)c3cccc(Cl)c3)CC2)s1`?
PG9 Ab binder: 0.5; ADAM17 inh: 3; SMARCA2 activ: -2; DAX1 inh-1: -3.4; GC-A act: -1; DAX1 inh-2: -1.5; ssDAF-12 act: -1.0; ADAM10 inh: 3; hgDAF-12 ag: -2.8; GAA850 FXN act: 2.8; hcDAF12 agonist: -1.5

Results for COc1ccccc1NC(=O)c1nn(C)cc1Br ?
PG9 Ab binder: -0.1; ADAM17 inh: 1; SMARCA2 activ: 2; DAX1 inh-1: 0.0; GC-A act: -3; DAX1 inh-2: 0.9; ssDAF-12 act: -1.4; ADAM10 inh: 3; hgDAF-12 ag: -2.2; GAA850 FXN act: -1.3; hcDAF12 agonist: -2.0

Results for COc1cc(OC)c(OC)cc1CN1CCN(C(=O)CC(C)C)CC1 ?
PG9 Ab binder: -2.4; ADAM17 inh: -2; SMARCA2 activ: 3; DAX1 inh-1: 0.1; GC-A act: 0; DAX1 inh-2: -0.6; ssDAF-12 act: -0.3; ADAM10 inh: -2; hgDAF-12 ag: -0.4; GAA850 FXN act: 1.5; hcDAF12 agonist: 0.2

What do the screens show for `CCOC(=O)c1c(NC(=S)Nc2cccnc2)sc(C)c1C`?
PG9 Ab binder: 2.4; ADAM17 inh: -1; SMARCA2 activ: 2; DAX1 inh-1: 0.8; GC-A act: -5; DAX1 inh-2: -0.3; ssDAF-12 act: -1.4; ADAM10 inh: -1; hgDAF-12 ag: 7.7; GAA850 FXN act: 0.9; hcDAF12 agonist: 0.1

Results for COc1ccc(/C(=N/Nc2ncnc3ccccc23)C(=O)O)cc1 ?
PG9 Ab binder: -0.1; ADAM17 inh: -123; SMARCA2 activ: 4; DAX1 inh-1: 1.9; GC-A act: -5; DAX1 inh-2: 1.2; ssDAF-12 act: 1.8*; ADAM10 inh: -290; hgDAF-12 ag: 16*; GAA850 FXN act: 6.1; hcDAF12 agonist: 11*

Results for COc1cc(/C=N/NC(=O)CC2(C)OCCCO2)ccc1OCc1ccccc1 ?
PG9 Ab binder: -2.0; ADAM17 inh: -5; SMARCA2 activ: 2; DAX1 inh-1: 0.7; GC-A act: 6; DAX1 inh-2: 1.0; ssDAF-12 act: -0.6; ADAM10 inh: -11; hgDAF-12 ag: 3.5; GAA850 FXN act: 2.7; hcDAF12 agonist: 1.1

Results for COC(=O)c1sccc1NC(=S)Nc1cccc(F)c1 ?
PG9 Ab binder: 1.2; ADAM17 inh: 0; SMARCA2 activ: -4; DAX1 inh-1: 0.5; GC-A act: 1; DAX1 inh-2: -0.5; ssDAF-12 act: -1.7; ADAM10 inh: -10; hgDAF-12 ag: -1.0; GAA850 FXN act: 0.9; hcDAF12 agonist: 2.2

What do the screens show for `CCn1c(-c2ccoc2C)n[nH]c1=S`?
PG9 Ab binder: 0.7; ADAM17 inh: 2; SMARCA2 activ: 1; DAX1 inh-1: -0.3; GC-A act: 1; DAX1 inh-2: 2.5; ssDAF-12 act: -1.2; ADAM10 inh: 5; hgDAF-12 ag: 5.7; GAA850 FXN act: 0.1; hcDAF12 agonist: -1.5

How did COc1cccc(-c2ccc3c(c2)[C@@H]2C[C@H]4[C@@H](CN2CC3)[C@H](C)ON4C)c1 do in these assays?
PG9 Ab binder: -0.7; ADAM17 inh: -8; SMARCA2 activ: -4; DAX1 inh-1: -0.2; GC-A act: -10; ssDAF-12 act: 0.1; ADAM10 inh: -21; hgDAF-12 ag: 0.3; hcDAF12 agonist: -0.1

What do the screens show for `Cc1cc(C)c(O)c(-c2cc(C(=O)NCCc3ccc(S(N)(=O)=O)cc3)[nH]n2)c1`?
PG9 Ab binder: -0.4; ADAM17 inh: 2; SMARCA2 activ: 1; DAX1 inh-1: -0.9; GC-A act: -2; DAX1 inh-2: -2.0; ssDAF-12 act: -1.5; ADAM10 inh: 10; hgDAF-12 ag: -0.7; GAA850 FXN act: 0.3; hcDAF12 agonist: -0.8

How did COC(=O)c1ccccc1NC(=O)Cn1cnc2cc(C)c(C)cc21 do in these assays?
PG9 Ab binder: 0.3; ADAM17 inh: 3; SMARCA2 activ: -3; DAX1 inh-1: -0.3; GC-A act: -4; DAX1 inh-2: -1.8; ssDAF-12 act: -1.6; ADAM10 inh: 8; hgDAF-12 ag: -3.2; GAA850 FXN act: -1.1; hcDAF12 agonist: -0.5

What do the screens show for `O=C(C[N+]1(CC#Cc2ccccc2)CCCCC1)c1ccc(Cl)cc1`?
PG9 Ab binder: -0.3; ADAM17 inh: 1; SMARCA2 activ: -1; DAX1 inh-1: -0.3; GC-A act: -16; DAX1 inh-2: -0.4; ssDAF-12 act: -0.8; ADAM10 inh: 0; hgDAF-12 ag: 0.4; GAA850 FXN act: -0.9; hcDAF12 agonist: -0.6

How did CC1(C)CC(N=Cc2c(O)n(Cc3ccc4c(c3)OCO4)c(=O)c3ccccc23)CC(C)(C)N1 do in these assays?
PG9 Ab binder: 1.6; ADAM17 inh: -5; SMARCA2 activ: 6; DAX1 inh-1: -0.8; GC-A act: 12; DAX1 inh-2: -0.3; ssDAF-12 act: -1.3; ADAM10 inh: -6; hgDAF-12 ag: 2.5; GAA850 FXN act: -0.9; hcDAF12 agonist: -0.4

Results for CCCCNC(=O)N(O)C1N(/N=C/c2cccnc2)C(=S)SC1(C)C (centres undefined) ?
PG9 Ab binder: -0.9; ADAM17 inh: 8; SMARCA2 activ: -5; DAX1 inh-1: 0.2; GC-A act: -5; DAX1 inh-2: -1.2; ssDAF-12 act: -1.3; ADAM10 inh: -6; hgDAF-12 ag: -1.1; GAA850 FXN act: 0.5; hcDAF12 agonist: -2.4

How did C=CCn1c(SCC(=O)NC23CC4CC(CC(C4)C2)C3)nc(O)cc1=O do in these assays?
PG9 Ab binder: 2.2; ADAM17 inh: -3; SMARCA2 activ: 0; DAX1 inh-1: -0.3; GC-A act: 2; DAX1 inh-2: -0.3; ssDAF-12 act: -1.0; ADAM10 inh: 2; hgDAF-12 ag: -0.4; GAA850 FXN act: 4.0; hcDAF12 agonist: 0.7

How did CC(Sc1nnc(N)s1)C(=O)Nc1ccc(N2CCOCC2)cc1 (centres undefined) do in these assays?
PG9 Ab binder: -0.2; ADAM17 inh: -1; SMARCA2 activ: -1; DAX1 inh-1: -0.1; GC-A act: 1; DAX1 inh-2: 0.2; ssDAF-12 act: -0.9; ADAM10 inh: -2; hgDAF-12 ag: -0.4; GAA850 FXN act: -1.6; hcDAF12 agonist: -1.3

Results for COc1ccc(NC(=O)c2cc3c(CO)cnc(C)c3oc2=Nc2cccc(F)c2)c(OC)c1 ?
PG9 Ab binder: -0.9; ADAM17 inh: -4; SMARCA2 activ: 0; DAX1 inh-1: 0.3; GC-A act: 0; DAX1 inh-2: 0.1; ssDAF-12 act: -1.3; ADAM10 inh: -3; hgDAF-12 ag: -0.4; GAA850 FXN act: 0.1; hcDAF12 agonist: -0.6

How did Cc1cc(S(=O)(=O)N2c3ccc(F)cc3CCC2C)ccc1-n1cnnn1 (centres undefined) do in these assays?
PG9 Ab binder: -1.4; ADAM17 inh: 0; SMARCA2 activ: -1; DAX1 inh-1: -0.2; GC-A act: -3; DAX1 inh-2: -1.2; ssDAF-12 act: -0.3; ADAM10 inh: 8; hgDAF-12 ag: -1.9; GAA850 FXN act: 0.2; hcDAF12 agonist: -0.2

How did Cc1ccc(C2=[N+]([O-])C(C)N(O)C2(C)C)o1 (centres undefined) do in these assays?
PG9 Ab binder: -3.5; ADAM17 inh: 1; SMARCA2 activ: 1; DAX1 inh-1: -0.1; GC-A act: 0; DAX1 inh-2: 1.3; ssDAF-12 act: -1.1; ADAM10 inh: 8; hgDAF-12 ag: -0.1; GAA850 FXN act: 0.6; hcDAF12 agonist: -1.5

How did CCCCCN(C(=O)CCC(=O)OCC(=O)NCc1cccc(OC)c1)c1c(N)n(CCCC)c(=O)[nH]c1=O do in these assays?
PG9 Ab binder: -1.3; ADAM17 inh: 2; SMARCA2 activ: -4; DAX1 inh-1: -0.2; GC-A act: 2; DAX1 inh-2: 0.1; ssDAF-12 act: -1.0; ADAM10 inh: -10; hgDAF-12 ag: 0.2; GAA850 FXN act: 0.7; hcDAF12 agonist: -0.4

How did CC1=CC2C3C(=O)N(c4ccccc4)C(=O)C3C1C(=O)C2(O)C(C)C (centres undefined) do in these assays?
PG9 Ab binder: -1.8; ADAM17 inh: -3; SMARCA2 activ: -3; DAX1 inh-1: -0.7; GC-A act: 1; ssDAF-12 act: -0.9; ADAM10 inh: -12; hgDAF-12 ag: 0.8; hcDAF12 agonist: 1.4

How did Nc1ccnn1Cc1ccncc1 do in these assays?
PG9 Ab binder: -1.2; ADAM17 inh: -4; SMARCA2 activ: 4; DAX1 inh-1: 0.2; GC-A act: -1; DAX1 inh-2: 0.1; ssDAF-12 act: -1.2; ADAM10 inh: -3; hgDAF-12 ag: 0.6; GAA850 FXN act: -0.1; hcDAF12 agonist: -1.7

What do the screens show for `Cc1cc(C)cc(NC(=O)CSc2nc3[nH]ncc3c(=O)[nH]2)c1`?
PG9 Ab binder: -1.2; ADAM17 inh: -6; SMARCA2 activ: 3; DAX1 inh-1: -0.6; GC-A act: -4; DAX1 inh-2: 0.3; ssDAF-12 act: -1.1; ADAM10 inh: -12; hgDAF-12 ag: 0.4; GAA850 FXN act: -3.1; hcDAF12 agonist: -2.3

Results for COC(=O)CN1C2=NCCCN2c2ccccc21 ?
PG9 Ab binder: 1.4; ADAM17 inh: -2; SMARCA2 activ: -3; DAX1 inh-1: -0.6; GC-A act: 0; DAX1 inh-2: 2.3; ssDAF-12 act: -1.7; ADAM10 inh: -2; hgDAF-12 ag: 0.8; GAA850 FXN act: 0.8; hcDAF12 agonist: -1.1

How did COc1ccc(N2CCN(S(=O)(=O)c3cnc[nH]3)CC2)cc1 do in these assays?
PG9 Ab binder: -0.7; ADAM17 inh: -3; SMARCA2 activ: -1; DAX1 inh-1: 0.4; GC-A act: 0; DAX1 inh-2: 1.2; ssDAF-12 act: -0.8; ADAM10 inh: 4; hgDAF-12 ag: -1.0; GAA850 FXN act: 2.3; hcDAF12 agonist: -0.1
